High-throughput results deposited in PubChem by Sanford-Burnham Center for Chemical Genomics.
GRIN3A LBD mod = modulates the human NR3A ligand-binding domain. NR3A LBD differential scanning fluorimetry, Tm shift; 0% = protein alone, 100% = glycine-bound protein. Tm shift relative to glycine control, % at 25 µM. hit rate 2.5% among 340,000. AID 1259313;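 active = melting temperature shift of at least 10% of the positive control shift, at one fixed dose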
APJ agonist = APJ receptor agonism. AID 2520. activation, % at 20 µM. CHO-K1 APJ PathHunter beta-arrestin, luminescence; 0% DMSO wells, 100% apelin. hit rate 0.11% among 330,000. P35414;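 active = activation more than six SD over the plate average, tested at 20 µM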;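 note: 0% = DMSO alone and 100% = apelin-13 at 10 nM; some results filed as inactive read as strong as hits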
Target sequence (P35414 whole entry, looked up): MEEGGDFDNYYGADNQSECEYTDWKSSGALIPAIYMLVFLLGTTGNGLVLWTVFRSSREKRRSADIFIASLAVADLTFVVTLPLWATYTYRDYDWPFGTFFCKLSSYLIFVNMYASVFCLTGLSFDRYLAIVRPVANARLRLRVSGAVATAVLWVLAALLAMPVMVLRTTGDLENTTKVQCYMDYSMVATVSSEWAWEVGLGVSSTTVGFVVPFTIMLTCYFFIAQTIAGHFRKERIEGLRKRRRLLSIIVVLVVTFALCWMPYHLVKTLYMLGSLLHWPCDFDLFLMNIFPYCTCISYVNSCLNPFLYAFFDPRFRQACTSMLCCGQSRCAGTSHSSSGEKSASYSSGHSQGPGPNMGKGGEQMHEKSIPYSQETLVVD
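Material: CHO-K1 APJ beta-arrestin complementation cell line; Input: cell density 1000 per well; Incubation: compound stimulation 90 min at 25 °C, detection 60 min; Signal: luminescence from split beta-galactosidase complementation, Galacton Star/Emerald II substrate; Controls: DMSO-only wells as negative, 10 nM Apelin-13 as positive control.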
tim10-1 inh = inhibits growth of tim10-1 mutant yeast | S. cerevisiae tim10-1 ts strain growth, BacTiter-Glo, 24 h | inhibition, % at 20 µM | AID 463190 | hit rate 2.2% among 330,000;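 active = inhibition of at least 40%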;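 note: mutant grown at 25 °C; 0% = DMSO wells with yeast and 100% = wells holding no yeast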
MIN6 prolif = inducers of beta-cell replication in MIN6 cells; hit rate 0.29% among 330,000; proliferation, % at 10 µM; MIN6 cells proliferation, ATPlite luminescence, 48 h; cells starved in 0.2% serum; 100% = growth in 10% serum; AID 2380;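 active = compounds whose signal lies at least 3.5 SD above the mean of all wells on their plate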;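 note: 0% = DMSO-treated cells in low-serum medium and 100% = 10% serum control; some compounds called inactive have numbers as strong as hits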
NALP3 yeast inh = inhibitors of NALP3 inflammasome in yeast; Yeast reconstituted NLRP3/ASC/caspase-1, beta-gal luminescence, 24 h; inhibition, % at 10 µM; hit rate 0.39% among 330,000; AID 2825;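 active = inhibition of 50% or more; inactive = inhibition below 50%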;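 note: plate controls were induced DMSO wells for no effect and uninduced yeast grown without galactose for full effect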
APJ antag = blocks the human apelin receptor APJ; inhibition, % at 20 µM; P35414; CHO-K1 APJ beta-arrestin complementation, luminescence; AID 2521; hit rate 0.32% among 330,000;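 active = inhibition above about 40% at 20 µM, limit read from the data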;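 note: cells challenged with 10 nM apelin-13 agonist together with compound; plate controls were apelin-13 plus DMSO wells for no effect and DMSO wells lacking apelin-13 for full effect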
tim23-1 inh = tim23-1 yeast growth inhibition; S. cerevisiae tim23-1 growth, BacTiter-Glo luminescence, 24 h; AID 463212; inhibition, % at 20 µM; hit rate 1.3% among 330,000;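 active = growth inhibition of the mutant yeast at or above 50%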;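 note: temperature-sensitive mutant grown at 25 °C; plate controls were DMSO-treated mutant yeast for no effect and medium wells lacking yeast for full effect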
TIM10 inh = inhibits growth of TIM10 yeast strain. S. cerevisiae TIM10 strain growth, BacTiter-Glo luminescence, 24 h. inhibition, % at 10 µM. hit rate 1.4% among 330,000;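 active = inhibition of 40% or more at the single tested concentration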;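 note: wild-type TIM10 isogenic control strain grown at permissive 25 °C; 0% = DMSO yeast wells and 100% = minimal medium wells without yeast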
MPTP inh = permeability transition pore inhibition. inhibition, % at 10 µM. isolated mouse mitochondria, Ca2+ swelling absorbance, 30 min. AID 602449. hit rate 1.4% among 360,000;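 active = inhibition of 50% or more, scaled per plate between neutral and stimulator controls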;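 note: 0% = DMSO wells given calcium and 100% = 1 mM EGTA wells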
* hit, by the source's call; nt = no result given.

Preview (3 entries):
SMILES	GRIN3A LBD mod	APJ agonist	tim10-1 inh	MIN6 prolif	NALP3 yeast inh	APJ antag	tim23-1 inh	TIM10 inh	MPTP inh
Cc1cccc(NC(=O)CSc2nc3ccccc3nc2N2CC(C)OC(C)C2)c1 (stereo unspecified)	-4	-3	20	-7	8	23	21	-3	1.8
COc1ccc(N2CCN(C(=O)c3cccc(N4C(=O)C5CC=CC(C)C5C4=O)c3)CC2)cc1 (stereo unspecified)	1	-4	17	-1	26	-30	19	18	-1.6
COc1ccc(/C=N/Nc2nc(-c3ccc(C)cc3)c(NC(C)=O)s2)cc1	-1	7	17	-2	4	-38	15	-2	0.7

Main list, from the first entry:
SMILES	GRIN3A LBD mod	APJ agonist	tim10-1 inh	MIN6 prolif	NALP3 yeast inh	APJ antag	tim23-1 inh	TIM10 inh	MPTP inh
Cc1cccc(NC(=O)CSc2nc3ccccc3nc2N2CC(C)OC(C)C2)c1 (stereo unspecified)	-4	-3	20	-7	8	23	21	-3	1.8
COc1ccc(N2CCN(C(=O)c3cccc(N4C(=O)C5CC=CC(C)C5C4=O)c3)CC2)cc1 (stereo unspecified)	1	-4	17	-1	26	-30	19	18	-1.6
COc1ccc(/C=N/Nc2nc(-c3ccc(C)cc3)c(NC(C)=O)s2)cc1	-1	7	17	-2	4	-38	15	-2	0.7
Cc1ccc(C(=O)C(OC(=O)CNS(=O)(=O)c2ccccc2)c2ccccc2)cc1 (stereo unspecified)	-8	-3	28	-2	-38	16	23	28	4.4
O=C(CSc1nc2ccc(Cl)cc2o1)NCc1ccc2c(c1)OCO2	-2	2	7	0	37	-22	-3	-18	-0.3
O=C(O)CNS(=O)(=O)c1ccc(F)cc1	1	-1	9	2	-7	1	4	4	-3.1
CC(C)(C)NC(=O)C(c1c[nH]c2ccccc12)N(C(=O)Cn1nnc(-c2ccc(F)cc2)n1)c1cccc(O)c1 (stereo unspecified)	10	1	1	-6	19	-4	16	15	-2.0
CC(C)=CC(=O)OCC(=O)Nc1ccccc1Cl	-1	-1	3	-1	25	4	2	-19	-6.7
O=C(Nc1ccc(C2=NCCN2)cc1)c1ccc(C(=O)Nc2ccc(C3=NCCN3)cc2)c(Cl)c1	-11	-1	-5	0	27	-2	-158	8	-1.3
COc1cccc(C2CC(c3cccc(Br)c3)n3ncnc3N2)c1 (stereo unspecified)	-2	-2	26	-3	17	19	34	6	-0.6
COc1ccc(NC(=O)CSc2nc(C3CC3)nc3ccccc23)c(OC)c1	-3	-2	8	2	0	10	7	10	-1.4
COc1ccc(C(=O)N[C@H](C(=O)Nc2nc3ccccc3[nH]2)C(C)C)cc1	1	-1	-12	-5	-1	13	-18	-10	0.2
Cc1nn(Cc2c(F)c(F)c(F)c(F)c2F)c(C)c1NC(=O)c1nn(C)cc1Br	2	5	-2	0	16	25	0	0	0.5
CC(C)n1c(SCC(N)=O)nc2c1c(=O)n(C)c(=O)n2C	5	-1	7	-1	1	9	15	7	-1.7
CCC(Sc1nnc(C)c(=O)[nH]1)C(=O)Nc1cccc2ccccc12 (stereo unspecified)	-1	1	-22	-3	20	12	-2	10	1.4
CC1CCN(CC(=O)Nc2ccccc2C(=O)NC2CC2)CC1	0	-3	1	-1	9	-51	4	0	0.0
CCCCn1nc2cc(C(=O)NCC34CC5CC(CC(C5)C3)C4)ccc2c1OCC	2	2	16	-6	13	-88	20	5	-0.9
COc1ccc(-c2cccc(C(=O)Nc3ccccc3C)c2)cc1	-2	-3	16	-1	5	4	6	17	0.3
COC(=O)C1=C(NC(=O)C(C)(C)C)CCS1	0	-5	5	0	18	-5	6	7	-0.9
CCCN1C2CCCC1CC(NC(=O)Nc1ccc(C(C)C)cc1)C2 (stereo unspecified)	3	1	15	-5	-5	5	5	-20	-1.2
Cc1ccc(NC(=O)CN(C)C(C)C(=O)Nc2ccc(S(=O)(=O)N3CCCC3)cc2)cc1 (stereo unspecified)	0	-1	-4	0	6	3	-9	-4	-1.8
c1ccc(CSc2nnc3ccc(-c4ccco4)nn23)nc1	-2	-4	-2	-1	6	11	18	3	0.5
COc1ccc(CCNC(=O)c2c(-c3ccccc3Cl)noc2C)cc1	0	-5	12	1	10	3	5	4	0.4
CCCN1CCN(C(=O)Cn2cccc2C(=O)c2ccccc2)CC1	-1	-3	-1	-1	3	20	7	-1	-6.1
NC(=O)c1ccccc1NC(=O)/C=C/c1c(Cl)cccc1Cl	-6	1	32	-2	11	21	-1	5	2.0
COC(=O)C(Cc1ccc(O)cc1)NC(=O)c1ccccc1OC (stereo unspecified)	2	-1	15	0	13	-10	4	-21	0.6
Cc1ccc(-c2csc(N3CCC[C@@H]3C(=O)NCCn3c(-c4ccncc4)nc4ccccc43)n2)cc1	-4	0	27	0	10	-3	10	13	1.1
Cc1cccc(C)c1NC(=O)C(c1ccc([N+](=O)[O-])cc1)N(C)C(=O)c1ccccn1 (stereo unspecified)	-5	-1	-4	-1	-1	-14	4	16	-0.3
CCC(Sc1nnnn1C)C(=O)Nc1ccc(C(C)=O)cc1 (stereo unspecified)	2	-2	-5	-3	2	-17	-3	-14	-3.1
C/C=C/c1ccc(OCCCCn2cncn2)c(OC)c1	0	0	15	1	19	-9	6	-5	-0.1
CC1=C(C)CC2(SC1)C(=O)N(c1ccccc1)N=C2N (stereo unspecified)	0	-1	23	-1	3	-6	11	-5	1.0
Cc1cc(C)c2nc(N3CCC(C(=O)NCCCN4CCCCC4)CC3)sc2c1	-2	-2	15	-6	-12	20	9	11	0.0
O=[N+]1C2=C(CCCC2)N([O-])C12CCCC2	0	1	11	0	1	-4	15	10	0.7
COc1ccc(OCC(=O)Nc2cccc3ncccc23)cc1	-8	-1	4	-3	23	4	9	6	-1.1
Cn1c(SCC(N)=O)nnc1C1CCN(S(=O)(=O)c2ccccc2C(F)(F)F)CC1	0	-3	11	0	1	-18	11	4	-6.0
O=C(N/N=C/c1ccccn1)c1[nH]c2ccc([N+](=O)[O-])cc2c1-c1ccccc1	1	0	38	-7	15	16	35	35	15
Cc1nnc(NC(=O)Cn2c(=O)sc3ccccc32)s1	0	-1	-14	-1	19	-12	1	-3	-2.7
O=C(Cn1nnc(-c2ccccc2)n1)NNC(=O)c1cccc([N+](=O)[O-])c1	-2	-3	-10	0	5	25	1	7	-0.8
Cc1nnc(N2C(=O)c3oc4ccccc4c(=O)c3C2c2ccco2)s1 (stereo unspecified)	0	-2	12	-4	18	-25	9	15	-0.2
O=C(C1CC1)N1CCN=C1SCc1ccc(F)cc1	-1	-4	10	-3	13	0	5	9	1.3
Cc1cc(C(=O)O)ccc1-n1c(C)cc(C=C2C(=O)c3ccccc3C2=O)c1C	4	-1	8	-1	7	10	5	12	-3.0
Nn1c(SCc2ccccc2)nc2ccccc21	0	-4	6	-1	-3	-6	13	-3	-2.3
O=C(NCCCn1ccnc1)c1ccc(N2CCCCC2)c([N+](=O)[O-])c1	-2	-5	11	-3	-3	3	7	-22	2.7
COc1cc(/C=C/c2cccc[n+]2C)ccc1OCC(=O)Nc1ccccc1	-1	-1	-9	0	-5	-14	-19	-9	-3.0
O=C(CCC(=O)N1CCOc2ccccc21)Nc1ccc(F)cc1F	0	-7	0	4	15	14	-4	-10	-2.1
Cc1ccc2c(Cl)cc(Cl)c(OCC(=O)N(C(C)C)C(C)C)c2n1	-1	-2	-14	-3	3	-10	45	3	-1.6
Nc1nc(-c2cc(O)ccc2[N+](=O)[O-])cc(-c2ccccc2)c1[N+](=O)[O-]	11*	3	-12	-4	28	7	-3	-24	1.1
COc1ccc(-c2nc(CS(=O)(=O)CC(=O)NCCc3ccccc3)c(C)o2)cc1	0	3	-1	2	16	16	7	-13	-1.1
Cc1ccc(C(=O)N2CC(C)CC(C)C2)cc1NC1=NC2CS(=O)(=O)CC2S1 (stereo unspecified)	3	-3	-12	-2	17	4	-1	-6	0.6
Cc1cccc(OCCNc2cc(N3CCN(C)CC3)ccc2[N+](=O)[O-])c1	-9	-3	29	0	42	7	24	20	1.4

More entries:
SMILES	GRIN3A LBD mod	APJ agonist	tim10-1 inh	MIN6 prolif	NALP3 yeast inh	APJ antag	tim23-1 inh	TIM10 inh	MPTP inh
Cc1[nH]c2ccccc2c1C(=O)C(C)Sc1nnc(C2CC2)o1 (stereo unspecified)	1	-3	-12	2	23	-7	6	0	-1.6
CCS(=O)(=O)N1CCC(N2CCC(C)CC2)CC1	0	-2	-7	-3	9	-2	3	-12	1.1
C/C(=N\NC(=O)c1ccc2ccccc2c1)c1cccnc1	1	11	15	2	0	19	25	5	-1.3
Cc1ccc(C(=O)NCCCc2ccccc2)c(Cl)c1	-3	-2	-36	-5	32	-7	-11	-31	-0.5
CCOc1cc(N2CCOCC2)c(OCC)cc1NC(=O)COC(=O)c1cccc2ccccc12	-7	2	15	1	-10	4	-12	-14	10
Cc1c(C=O)c2ccccc2n1CC(=O)N1CCc2ccccc2C1	2	0	10	1	16	11	8	4	-0.9
CC(C)CCNC(=O)C(c1ccco1)N(Cc1ccccc1)C(=O)c1snc(C(N)=O)c1N (stereo unspecified)	-1	-1	26	-2	2	9	19	28	0.3
O=[N+]([O-])c1cc(Cl)ccc1Nc1ccccc1	2	-1	-9	0	12	17	-5	-10	1.7
Cc1ccccc1C(=O)NNC(=O)C1CCCN(c2ncccn2)C1 (stereo unspecified)	-5	0	-8	-2	5	-2	0	5	-1.0
CN(C(=O)CSc1nnc(Nc2ccccc2F)s1)C1CCS(=O)(=O)C1 (stereo unspecified)	-1	0	8	0	8	6	8	1	-0.6
CC(C)=CCC/C(C)=C/CNC(=O)C[C@H]1C[C@H](C(=O)N(C(C)C)C(C)C)[C@@]2(C)c3[nH]c4ccc(Cl)cc4c3CCN2C1=O	4	nt	16	nt	nt	nt	31	6	-0.6
Cc1cc([N+](=O)[O-])ccc1NC(=O)CSc1nncn1-c1cccnc1	0	-2	-2	2	10	23	11	14	-0.2
CN(CC(=O)Nc1cccc(F)c1)C(=O)CCc1nc2cc(S(=O)(=O)N3CCOCC3)ccc2n1C	2	-4	-23	4	3	-55	-10	2	-0.5
O=C1/C(=C\c2ccccc2Cl)SC(=S)N1CCC(=O)N1CCCc2ccccc21	1	3	41*	0	11	18	40	15	1.3
CCOC(=O)c1sc(NC(=O)CSc2nnc(C)s2)c(C(=O)OCC)c1C	2	2	16	-4	7	-12	-12	-18	8.1
CCOC(=O)N1CCC(NC(=O)CCc2nc(-c3ccccc3F)no2)CC1	-1	-4	10	-1	-5	8	-11	1	-6.8
O=C(c1cc(-c2cccc(Br)c2)nc2ccccc12)N1CCCC1	0	2	24	-1	13	16	41	6	0.8
CCn1ccnc1[C@@H]1C[C@H]2CN(c3ccccc3OC)C(=O)[C@]23CCCN13	-3	-2	11	1	-18	6	-6	13	-3.1
O=C(O)/C(=C\c1ccc(F)cc1)c1ccc(-c2ccccc2)cc1	0	-3	0	0	6	12	17	3	1.8
CC(=O)c1cccc(N=c2scc(-c3ccc(S(=O)(=O)N4CCOCC4)cc3)n2CCO)c1	-3	3	14	-6	5	15	11	12	97*
CCC(=O)Nc1ccc(Cl)c(NC(=S)NC(C)=O)c1	-1	-2	15	0	-4	11	16	14	3.8
COC(=O)c1cc(-c2cccc([N+](=O)[O-])c2)c2c(=O)n(C)c(=O)n(C)c2n1	-1	0	-7	3	13	29	-5	4	0.9
CC1(C)CC(C)(c2ccc(O)cc2O)N(c2cccc(Cl)c2)C(=S)N1 (stereo unspecified)	-12	-1	-11	-1	8	12	0	5	1.5
O=C(CN1C(=O)NC2(CCCCCCC2)C1=O)Nc1ccc(OC(F)F)cc1	-10	0	2	-3	10	-3	13	0	-0.7
